Assay outcomes (PubChem BioAssay)
EPAC1 ag – agonists of human EPAC1; EPAC1 agonist qHTS, biochemical assay; response scale: 100% = response to 6.5 mM cAMP; Potency, µM (series often up to 154 µM), for the others: at the highest dose activation, usual class: activators; hit rate 0.073% among 360,000; also: nearly all actives have a fitted effect of over 60% in size
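Read-out is the fluorescence drop as BODIPY-GDP leaves Rap1B (480 nm excitation, 540 nm emission), recorded every 5 minutes over 30 minutes. Reactions held 100 nM EPAC1, 250 nM Rap1B–BODIPY-GDP and 50 uM GDP, with 6.5 mM cAMP setting full activation.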
EPAC2 antagonist – blocks human EPAC2 exchange factor | hit rate 0.18% among 360,000 | AID 720708 | Q8WZA2 | Potency, µM (series often up to 114 µM), for the others: top-dose activity, negative = inhibition, actives largely listed as inhibitors | EPAC2 GEF exchange of Rap1B-BODIPY-GDP, fluorescence; also: % is scaled to controls: 0 for no effect and ±100 for the full control effect; nearly all actives have a fitted effect of over 45% in size; many of its hits are not listed in these tables
PTHR1 agonist – activates the human parathyroid hormone receptor PTHR1; Q03431; HEK293 GP2 PTHR1 cells, GloSensor cAMP luminescence, 1 h; Potency, µM (series often up to 115 µM), for inactives: top-dose activation, most hits filed as activators; hit rate 0.075% among 410,000; also: nearly all actives have a fitted effect of over 55% in size; some results filed as inactive show a strong effect at the top dose; inactives centre near -15; many of its hits are not listed in these tables
Target sequence (Q03431 whole entry, looked up): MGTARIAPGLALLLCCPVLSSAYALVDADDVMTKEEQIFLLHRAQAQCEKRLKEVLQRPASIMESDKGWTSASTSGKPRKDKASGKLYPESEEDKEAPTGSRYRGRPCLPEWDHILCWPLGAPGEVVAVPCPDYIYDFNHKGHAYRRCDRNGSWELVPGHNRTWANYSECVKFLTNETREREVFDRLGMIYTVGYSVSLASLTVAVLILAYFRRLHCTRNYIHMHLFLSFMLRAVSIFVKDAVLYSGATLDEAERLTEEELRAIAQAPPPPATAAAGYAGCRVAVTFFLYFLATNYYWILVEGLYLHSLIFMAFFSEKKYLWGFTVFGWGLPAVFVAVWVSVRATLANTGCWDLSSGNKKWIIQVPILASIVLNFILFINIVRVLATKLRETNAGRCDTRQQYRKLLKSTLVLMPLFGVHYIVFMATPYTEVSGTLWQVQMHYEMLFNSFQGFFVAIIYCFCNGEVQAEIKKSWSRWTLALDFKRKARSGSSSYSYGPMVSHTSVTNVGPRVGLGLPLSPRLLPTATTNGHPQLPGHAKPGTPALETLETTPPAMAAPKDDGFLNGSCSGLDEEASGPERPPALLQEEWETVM
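HEK-293-derived GP2 cells expressing PTHR1 and a GloSensor cAMP reporter, 3,000/well, plated overnight, given luciferin plus IBMX (each 0.5 mM as added) for 1 h at 37 °C, then compound for 1 h at 37 °C. Luminescence was read after 15 min at room temperature.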
EPAC2 agonist – activates human EPAC2 exchange factor; EPAC2 activation, biochemical qHTS; response scale: 100% = 6.5 mM cAMP response; Potency, µM (series often up to 154 µM), for inactives: top-dose activation, actives largely listed as activators; hit rate 0.079% among 360,000; AID 720711; also: nearly all actives have a fitted effect of over 50% in size
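Readout is BODIPY fluorescence (480 nm excitation, 540 nm emission), which falls as labeled GDP is exchanged off Rap1B. EPAC2 at 100 nM acted on 250 nM RAP1B-BODIPY-GDP with 50 uM GDP present.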
FUS suppressor – rescues growth of FUS-expressing yeast; hit rate 0.24% among 390,000; Potency, µM (highest dose often 76.6 µM), for inactives: top-dose growth rescue (activation), usual class: activators; S. cerevisiae FUS-expressing, growth rescue, OD600, 24 h;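 also: plate controls were DMSO vehicle for no effect and reference control for full effect; nearly all actives have a fitted effect of over 55% in size; some results filed as inactive show a strong effect at the top dose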
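Compound concentration series was pinned onto galactose-induced FUS-expressing yeast seeded at OD 0.005. Plates sat 24hr at 30C; absorbance at 600 nm gave growth. DMSO served as background control.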
TDP-43 yeast inh – TDP-43 toxicity inhibition in yeast | TDP-43 expressing yeast growth rescue, BacTiter-Glo, 24 h | Potency, µM (doses to about 46.1 µM), without a hit: at the top dose growth rescue (activation), hits mostly activators | hit rate 1.8% among 410,000 | AID 652104; also: % of control where 0% means no effect; nearly all actives have a fitted effect of over 50% in size
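Cell-based yeast growth screen: TDP-43 expression induced in galactose, inoculum OD600=0.02 after raffinose pregrowth to mid-log. Read-out BacTiter-Glo luminescence at 24 hr, 30 deg C; inhibition of toxicity seen as signal increase.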
aSyn yeast inh – alpha-synuclein toxicity inhibition in yeast; Potency, µM (highest dose often 46.1 µM), inactives show top-dose growth rescue (activation), most hits filed as activators; Yeast expressing alpha-synuclein, growth rescue, BacTiter-Glo, 24 h; hit rate 0.14% among 370,000; also: % of control where 0% means no effect; nearly all actives have a fitted effect of over 65% in size
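Screening used galactose-induced yeast with toxic alpha-synuclein levels, exposed to compound for 24 hr at 30 deg C. Cell growth, read with BacTiter-Glo luminescence, gave the measured signal.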
EPAC1 antagonist – antagonists of human EPAC1; EPAC1 GEF assay, Rap1b-BODIPY-GDP exchange fluorescence; Potency, µM (top dose mostly 115 µM), for the others: at the top dose activity change, negative = inhibition, usual class: inhibitors; AID 720709; hit rate 0.14% among 360,000; O95398;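 also: plate controls were vehicle for no effect and positive control for full effect; nearly all actives have a fitted effect of over 50% in size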
Starred values were filed as active, the others as inactive; i = inactive; ? = inconclusive; · = not tested or not shown; & = joins results of further samples; [ ] = dose if it differs, or a comment. Calls follow the shape of the dose curve; as a rule, active = well fitted curve in the direction sought with a large enough effect; inconclusive = small, poorly fitted or top-dose-only effect, or another doubt; inactive = no such curve, though single readings can be large; an effect the other way counts as inactive or inconclusive. Potency is read from the fitted curve at half-maximal effect. A portion of the library. The share of hits here may be higher or lower than overall.

SMILES	EPAC1 ag	EPAC2 antagonist	PTHR1 agonist	EPAC2 agonist	FUS suppressor	TDP-43 yeast inh	aSyn yeast inh	EPAC1 antagonist
Cc1cc(C(F)(F)F)nn1CC(=O)NCC1CCCO1 (centres undefined)	2%	-2%	-7%[57.5 µM]	6%	35%	-16%	0%	-3%
Cc1cc(C(=O)N2CCN(c3ccc([N+](=O)[O-])cc3)CC2)c(C)o1	-3%	-3%	i	7%	14%	21%	-1%	6%
COc1ccc(N2CCN(C3CCCN(Cc4ccccc4OCCO)C3)CC2)cc1 (centres undefined)	0%	2%	-93%[inhibitor]	-8%	-32%	-8%	9%	9%
NC(=O)C1CC2(C1)CC(C(N)=O)C2 (centres undefined)	12%	13%	i	7%	-6%	0%	-2%	4%
O=C(COc1ccccc1F)N1N=C(c2cccs2)CC1c1ccco1 (centres undefined)	5%	-9%	-33%[inhibitor]	24%	38%	14%	?	-10%
Cc1cccc(N2CCN(C(=O)C3CCC(=O)N(Cc4ccccc4F)C3)CC2)c1C (centres undefined)	-5%	20%	-40%	7%	32%	13%	2%	8%
Oc1cccc(CCC2CCCCN2Cc2cn[nH]c2-c2ccc3c(c2)OCO3)c1 (centres undefined)	-5%	1%	i	-1%	-11%	-13%	-4%	7%
CC(C)(O)/C=C/C[C@](C)(O)C1CC[C@]2(C)C1[C@H](O[C@H]1O[C@@H](CO)[C@H](O)[C@@H](O)[C@@H]1O)CC1[C@@]3(C)CC[C@H](O)C(C)(C)C3[C@@H](O)C[C@]12C (some centres undefined)	-6%	20%	-1%	11%	-6%	6%	?	-1%
COc1ccccc1NC(=S)NNC(=O)c1nn(C)cc1Cl	3%	2%	i	-10%	9%	21%	-3%	-12%
O=C(COC(=O)C1CCN(c2ccc(C(F)(F)F)cn2)CC1)Nc1ccc(Cl)cn1	-24%	-7%	-7%	9%	9%	-19%	-4%	-8%
CCOC(=O)C1CCN(C(=O)c2ccc(S(=O)(=O)Nc3ccccc3Cl)cc2)CC1	3%	-7%	-18%	-2%	12%	-7%	0%	-4%
COc1ccc(OCc2nnc(SCC(=O)O)n2N)cc1	6%	6%	-3%	5%	-19%	12%	8%	-10%
CCNC(=O)c1cc2c(c(-c3cccc(-c4ccccc4F)c3)n1)[C@@H](CCO)N(C(=O)CC)C2	-6%	-6%	-22%	8%	33%	?	-5%	-11%
O=C(NNc1ccc(Cl)cc1)c1c(F)cccc1Cl	2%	8%	i	2%	-15%	1%	12%	10%
CCCNC(=O)N[C@H]1CC[C@@H](CCn2cc(-c3cccc(F)c3)nn2)O[C@@H]1CO	11%	10%	-18%	2%	-8%	12%	-2%	5%
O=C(c1ccc(C(=O)N2CCCc3ccccc32)nc1)N1CCCc2ccccc21	3%	9%	i	5%	1%	-10%	5%	9%
COc1cccc(C(CNc2ccc(S(=O)(=O)N3CCN(C)CC3)cc2[N+](=O)[O-])N(C)C)c1 (centres undefined)	-4%	-1%	-12%	0%	-2%	0%	1%	-16%
Cc1ccc(CCNC(=O)CCCn2nc(C)c3c(C)n(-c4ccc(C)cc4)nc3c2=O)cc1	-17%	1%	-29%	1%	17%&27%	-7%&22%	-4%	-23%
O=C(Cn1c(=O)oc2cc(S(=O)(=O)N3CCCC3)ccc21)Nc1ccccc1Br	6%	2%	i	4%	2%	-18%	2%	-7%
O=C(Nc1cccnc1)c1cccc([N+](=O)[O-])c1	9%	0%	i	1%	-28%	13%	-2%	4%
CCOC(=O)c1ccc(NC(=O)N2CCN(C(=O)C3CCCO3)CC2)cc1 (centres undefined)	3%	-2%	i	4%	11%	-14%	-6%	-1%
NC(=O)c1ccsc1NC(=O)COC(=O)[C@@H]1CCCN1C(=O)c1cccs1	4%	1%	-11%	7%	4%	-5%	4%	-30%
CCOC(=O)/C(C#N)=C/c1cn(CCC(=O)O)nc1-c1ccccc1	6%	14%	-23%	13%	·	15%	3%	4%
CCCOc1ccc(NC(=O)C2CC(=O)N(C)C(=Nc3cccc(OC)c3)S2)cc1 (centres undefined)	-18%	-1%	-14%	-7%	20%	-5%	2%	-6%
O=C(Nc1ccc2ccccc2c1)C(C1CC1)n1c(=O)c(-c2cc3ccccc3[nH]2)nc2ccccc21 (centres undefined)	-3%	11%	i	13%	28%	0%	?	-11%

(further entries)
SMILES	EPAC1 ag	EPAC2 antagonist	PTHR1 agonist	EPAC2 agonist	FUS suppressor	TDP-43 yeast inh	aSyn yeast inh	EPAC1 antagonist
O=C(CN1C(=O)CSc2ccccc21)Nc1ccc2c(c1)OCCO2	8%	4%	-11%	-6%	15%	3%	0%	-3%
Cc1cc(C)nc(/N=C2\NC(=O)CC(C(=O)O)N2c2ccc(C)c(C)c2)n1 (centres undefined)	12%	7%	-15%	8%	14%	0%	1%	10%
Cc1[nH]c(C)c(S(=O)(=O)N(Cc2ccccc2)C(C)C)c1C(=O)N1CCCC1	14%	1%	i	-5%	5%	-12%	-1%	-12%
COc1cccc(SCC(=O)N2CCN(c3ccccc3)CC2)c1	3%	-3%	-10%	3%	5%	?	?	17%
COc1cccc(NC(=O)c2ccccc2NC(=O)c2ccncc2)c1	9%	4%	-4%	9%	1%	?	-3%	1%
CCOc1cc(C(=O)NCC(C)(C)CNC(=O)c2cc(OCC)c(OCC)c(OCC)c2)cc(OCC)c1OCC	-21%	?	i	-10%	?	?	14%	-20%
COC(=O)c1ccccc1NC(=O)NCCc1ccccc1OC	-5%	2%	i	7%	6%	-8%[0.397 µM]	1%	10%
CC(C)(C)c1ccc(NC(=S)NCCc2ccccn2)cc1	-3%	0%	-6%	8%	-5%	-14%	-3%	12%
CCc1nnc(NS(=O)(=O)c2ccc(NC(=O)c3cccc(Br)c3)cc2)s1	4%	-8%	i	1%	35%	-8%	0%	-5%
CCOCC(O)CNC(=O)c1ccc2nc(Cc3ccc(OC)c(OC)c3)oc2c1 (centres undefined)	-2%	2%	i	2%	10%	-13%	-8%	2%
CC(C)C[C@H]1CNC(=O)C(=O)N1C[C@@H]1CCCN1C[C@H](Cc1ccccc1)N1C[C@H](CC(C)C)N(CC2CCCCCC2)C(=O)C1=O	3%	3%	i	2%	0%	10%	11%	18%
O=S(=O)(c1ccccc1)c1nc(-c2ccccc2)oc1NCc1cccnc1	0%	-15%	-25%[57.5 µM]	21%	-3%	3%	-4%	-7%
CC(=O)c1c(O)c2cccc3c2n(c1=O)CCC3	-2%	1%	3%	-3%	-22%	24%	3%	13%
CCCn1cc(SCC(=O)NC2CCCC2)c2ccccc21	-3%	10%	i	8%	·	29%	11%	8%
O=C1[C@@H]2CSCN2C(=O)CN1Cc1cccc(C(F)(F)F)c1	-3%	6%	i	2%	-10%	12%	3%	-11%
CCc1nnc(NC(=O)CCS(=O)(=O)c2ccc(C)cc2)s1	4%	2%	i	9%	-14%	-10%	-1%	9%
CCC(=O)N1CCC1(C)C(=O)Nc1ccc(OC)c(OC)c1 (centres undefined)	10%	-7%	i	0%	-12%	4%	-8%	-8%
NC(=S)NN=C1CCSCC1	7%	3%	0%	10%	-2%	-24%	-12%	-10%
Cn1cc2cc([N+](=O)[O-])ccc2n1	12%	-5%	i	4%	-19%	14%	-13%	1%

Entries listed so far containing four or more nitrogen atoms, in the order listed:
SMILES	EPAC1 ag	EPAC2 antagonist	PTHR1 agonist	EPAC2 agonist	FUS suppressor	TDP-43 yeast inh	aSyn yeast inh	EPAC1 antagonist
COc1ccccc1NC(=S)NNC(=O)c1nn(C)cc1Cl	3%	2%	i	-10%	9%	21%	-3%	-12%
O=C(COC(=O)C1CCN(c2ccc(C(F)(F)F)cn2)CC1)Nc1ccc(Cl)cn1	-24%	-7%	-7%	9%	9%	-19%	-4%	-8%
COc1ccc(OCc2nnc(SCC(=O)O)n2N)cc1	6%	6%	-3%	5%	-19%	12%	8%	-10%
CCCNC(=O)N[C@H]1CC[C@@H](CCn2cc(-c3cccc(F)c3)nn2)O[C@@H]1CO	11%	10%	-18%	2%	-8%	12%	-2%	5%
COc1cccc(C(CNc2ccc(S(=O)(=O)N3CCN(C)CC3)cc2[N+](=O)[O-])N(C)C)c1 (centres undefined)	-4%	-1%	-12%	0%	-2%	0%	1%	-16%
Cc1ccc(CCNC(=O)CCCn2nc(C)c3c(C)n(-c4ccc(C)cc4)nc3c2=O)cc1	-17%	1%	-29%	1%	17%&27%	-7%&22%	-4%	-23%
O=C(Nc1ccc2ccccc2c1)C(C1CC1)n1c(=O)c(-c2cc3ccccc3[nH]2)nc2ccccc21 (centres undefined)	-3%	11%	i	13%	28%	0%	?	-11%
Cc1cc(C)nc(/N=C2\NC(=O)CC(C(=O)O)N2c2ccc(C)c(C)c2)n1 (centres undefined)	12%	7%	-15%	8%	14%	0%	1%	10%
CCc1nnc(NS(=O)(=O)c2ccc(NC(=O)c3cccc(Br)c3)cc2)s1	4%	-8%	i	1%	35%	-8%	0%	-5%
CC(C)C[C@H]1CNC(=O)C(=O)N1C[C@@H]1CCCN1C[C@H](Cc1ccccc1)N1C[C@H](CC(C)C)N(CC2CCCCCC2)C(=O)C1=O	3%	3%	i	2%	0%	10%	11%	18%
